STAT1 blocker: STAT1 signaling inhibitors, primary screen, cell-based, HTS, luciferase reporter; NIH 3T3 STAT1-luciferase reporter, IFN-gamma, luminescence; inhibition, % at 5.5 µM; 0.35% of 200,000 active; AID 920, 2007;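 active = inhibition above a set limit, the mean inhibition across all tested compounds plus 3 SD, cut at about 34% in these data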;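 note: 0% = IFN-gamma with DMSO and 100% = IFN-gamma with 300 µM nifuroxazide; values of inactives mirror those of a sister screen read the other way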
bIAP inh: bovine intestinal alkaline phosphatase inhibitors, primary screen, selectivity assay for TNAP inhibitor project, biochemical, bovine IAP, CDP-star luminescence; purified bovine IAP, 30 min; inhibition, % at 20 µM; 190,000 tested, under 10 active; AID 1019, 2008;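 active = over 50% inhibition of intestinal alkaline phosphatase at 20 µM in the single-dose screen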
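test system = bovine IAP enzyme | medium = DEA buffer 100 mM, pH 9.8, with MgCl2 1.0 mM, ZnCl2 0.02 mM | detection = luminescence | dosing = single compound dose of 20 µM, 2% DMSO final | incubation = 30 min reaction at room temperature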
PPARg SRC1 recr: PPARgamma agonists recruiting SRC-1 coactivator, primary screen, biochemical; Peroxisome proliferator-activated receptor gamma (Homo sapiens), P37231; PPARgamma-SRC-1 coactivator recruitment biochemical assay; activation, % at 8 µM; 0.41% of 200,000 active; AID 631, 2007; in the data active = activation above about 19%;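 note: 0% = DMSO and 100% = reference agonist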
Target sequence (P37231 whole entry, looked up): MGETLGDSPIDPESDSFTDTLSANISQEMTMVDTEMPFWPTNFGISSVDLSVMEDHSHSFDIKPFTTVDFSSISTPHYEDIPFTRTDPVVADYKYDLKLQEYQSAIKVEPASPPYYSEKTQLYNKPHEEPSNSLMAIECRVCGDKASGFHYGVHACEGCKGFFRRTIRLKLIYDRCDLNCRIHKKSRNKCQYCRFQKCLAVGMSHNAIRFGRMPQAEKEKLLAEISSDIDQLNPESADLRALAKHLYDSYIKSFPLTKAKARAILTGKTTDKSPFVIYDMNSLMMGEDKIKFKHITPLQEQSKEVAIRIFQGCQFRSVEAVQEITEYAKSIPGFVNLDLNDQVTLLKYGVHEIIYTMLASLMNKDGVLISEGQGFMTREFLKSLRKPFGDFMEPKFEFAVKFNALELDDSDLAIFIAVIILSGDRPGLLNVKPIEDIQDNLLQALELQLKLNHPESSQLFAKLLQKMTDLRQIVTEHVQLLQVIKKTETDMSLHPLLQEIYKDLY
bIAP activator: bovine intestinal alkaline phosphatase activators, primary screen, biochemical, bovine IAP, CDP-star luminescence | purified bovine IAP, 30 min; hits give high values; fold of DMSO-control signal, blank-subtracted | 0.17% of 200,000 active | AID 1016, 2008 | activation factor at 20 µM;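 active = activation factor of 2 or more at 20 µM, a signal rise over negative controls twice the positive control's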
TNAP act hiacc: TNAP activators at high phosphate acceptor level, primary screen, biochemical, luminescence, uHTS. Alkaline phosphatase, tissue-nonspecific isozyme (Homo sapiens), P05186. purified TNAP, CDP-star luminescence, 1 M DEA, 30 min; hits give high values; 0 = EDTA background, 1 = DMSO-only activity. activation factor at 20 µM. 200,000 tested, under 10 active. AID 1136, 2008;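 active = activation factor at least 2 at 20 µM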
Target sequence (P05186 whole entry, looked up): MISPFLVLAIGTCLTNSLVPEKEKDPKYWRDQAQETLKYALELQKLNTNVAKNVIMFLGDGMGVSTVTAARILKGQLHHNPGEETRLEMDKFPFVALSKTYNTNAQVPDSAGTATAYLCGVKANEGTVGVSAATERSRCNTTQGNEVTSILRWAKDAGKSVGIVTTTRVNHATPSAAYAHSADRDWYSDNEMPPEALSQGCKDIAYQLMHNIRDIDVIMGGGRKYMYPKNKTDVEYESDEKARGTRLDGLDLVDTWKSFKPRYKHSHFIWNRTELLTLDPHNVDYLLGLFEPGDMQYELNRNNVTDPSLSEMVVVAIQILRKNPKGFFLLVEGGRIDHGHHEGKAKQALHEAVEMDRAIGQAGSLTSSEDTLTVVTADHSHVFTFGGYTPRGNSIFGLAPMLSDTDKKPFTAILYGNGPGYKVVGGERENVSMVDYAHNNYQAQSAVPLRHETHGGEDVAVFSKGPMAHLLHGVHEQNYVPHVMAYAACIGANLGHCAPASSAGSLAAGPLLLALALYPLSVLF
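Control set: EDTA negative control, DMSO positive control / Assay system: human TNAP / Quantity: TNAP 1/800 final / Evaluation: TNAP activation factor scaled between EDTA and DMSO control wells / Measured by: luminescent substrate turnover signal / Compound dosing: one dose, 20 µM / Times: 30 min enzyme reaction at room temperature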
ROMK primary: ROMK potassium channel modulators, primary screen, cell-based, thallium flux, MLSMR library | ATP-sensitive inward rectifier potassium channel 1 (Homo sapiens), P48048 | Tet-inducible ROMK, thallium flux fluorescence; actives lie on both sides | B-score at 10 µM | 2% of 130,000 active;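 active = signal ratio slope over the read window, or its plate-corrected B-score, at least 3 SD from the plate mean, either direction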;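 note: B-score of the F/F0 ratio slope over 7 to 12 s after thallium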
STAT3 inh: IL-6 driven STAT3 reporter inhibitors, primary screen, U3A cells, luciferase, luminescence, MLSCN library | IL-6 STAT3-luciferase reporter; host cell line lacks STAT1 | inhibition, % at 5.5 µM | 0.89% of 190,000 active | AID 862, 2007;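 active = inhibition above the mean inhibition across all screened compounds plus 3 SD, cut at about 44% in these data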;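 note: 0% = DMSO only wells and 100% = 100 µM nifuroxazide control wells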
PPARg SRC2 recr: agonists of PPARg-SRC-2 recruitment, primary screen, biochemical, HTS. Peroxisome proliferator-activated receptor gamma (Homo sapiens), P37231. PPARgamma LBD-SRC-2 recruitment. activation, % at 8 µM. 0.34% of 200,000 active; in the data active = activation above about 22%;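 note: 0% = vehicle and 100% = reference agonist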
TR-FRET SRC-2 ct: TR-FRET signal artefacts, primary screen, artefact control for PPARgamma SRC-2 agonist project, biochemical. TR-FRET artefact counter-screen; hits give high values. TR-FRET ratio at 8 µM. 0.4% of 200,000 active. AID 1049, 2008; in the data active = TR-FRET ratio above about 2000; note: inactives centre near 1500
STAT3 act: IL-6 driven STAT3 reporter potentiators, primary screen, U3A cells, luciferase, luminescence, MLSCN library. IL-6 STAT3-luciferase reporter; 100% = signal with IL-6 EC80 alone. activation (% of control), % at 5.6 µM. 0.91% of 190,000 active. AID 871, 2007;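 active = activation above the screen-wide mean of compound activation plus 3 SD, cut at about 130% in these data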;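 note: 0% = background luminescence of wells with medium and substrate only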
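Test system: human U3A cells carrying STAT3-luciferase construct; control set: IL-6-only wells as 100% reference; timing: compound pre-incubation 1 h before IL-6, then 6 h stimulation at 37 °C; also added: IL-6 stimulus at 33 ng/mL final; evaluation: % activation versus median of IL-6-stimulated wells; detection: reporter luminescence signal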
PPARg SRC-3 ag: PPARgamma agonists recruiting SRC-3 coactivator, primary screen, biochemical; biochemical PPARgamma/SRC-3 coactivator recruitment assay; AID 731, 2007; 0.26% of 200,000 active; activation, % at 8 µM; Peroxisome proliferator-activated receptor gamma (Homo sapiens), P37231; in the data active = activation above about 23%;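 note: 0% = DMSO and 100% = reference agonist; some compounds past the cut are filed as inactive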
* marks the source's active call; other numbers are inactive results.

Screening COc1cccc(-n2c(CN3CCN(Cc4ccccc4)CC3)nc3ccc([N+](=O)[O-])cc3c2=O)c1 returned STAT1 blocker -6, bIAP inh 8, PPARg SRC1 recr 3, bIAP activator 0.9, TNAP act hiacc 1, ROMK primary -0.011, STAT3 inh -5, PPARg SRC2 recr 8, TR-FRET SRC-2 ct 1472, STAT3 act 103 and PPARg SRC-3 ag 0.
For CCOC(=O)C1NN=C(C(=O)c2ccccc2)C1c1ccccc1 (centres undefined) the results were STAT1 blocker -9, bIAP inh -10, PPARg SRC1 recr -8, bIAP activator 1.1, TNAP act hiacc 1, ROMK primary -0.43, STAT3 inh -5, PPARg SRC2 recr -11, TR-FRET SRC-2 ct 1481, STAT3 act 106 and PPARg SRC-3 ag 2.
Screening CC(C)=NNc1nc2c(c(=O)[nH]c(=O)n2C)n1CCc1ccccc1 returned STAT1 blocker -2, bIAP inh 13, PPARg SRC1 recr -5, bIAP activator 0.9, TNAP act hiacc 1, ROMK primary -1.7*, STAT3 inh -1, PPARg SRC2 recr 1, TR-FRET SRC-2 ct 1506, STAT3 act 103 and PPARg SRC-3 ag 0.
For Cc1cnc(NC(=O)c2cncc(Br)c2)s1 the results were STAT1 blocker -41, bIAP inh 4, PPARg SRC1 recr -12, bIAP activator 1, TNAP act hiacc 1.1, ROMK primary -0.012, STAT3 inh 28, PPARg SRC2 recr -4, TR-FRET SRC-2 ct 1503, STAT3 act 79 and PPARg SRC-3 ag -5.
Screening CCCc1ccc(-c2cc(N)n[nH]2)cc1 returned STAT1 blocker -17, bIAP inh 12, PPARg SRC1 recr 8, bIAP activator 0.9, TNAP act hiacc 1, ROMK primary -0.15, STAT3 inh -20, PPARg SRC2 recr -4, TR-FRET SRC-2 ct 1433, STAT3 act 120 and PPARg SRC-3 ag -12.
CS(=O)(=O)N1CCN(S(=O)(=O)c2ccccc2[N+](=O)[O-])CC1 was read as STAT1 blocker 0, bIAP inh 7, PPARg SRC1 recr 4, bIAP activator 0.9, TNAP act hiacc 1.1, ROMK primary 0.17, STAT3 inh -1, PPARg SRC2 recr -1, TR-FRET SRC-2 ct 1622, STAT3 act 104 and PPARg SRC-3 ag 2.
For COc1cc2[nH]c(=O)n(CCCCCC(=O)N3CCN(c4ccccn4)CC3)c(=O)c2cc1OC the results were STAT1 blocker 3, bIAP inh -13, PPARg SRC1 recr -2, bIAP activator 1.1, TNAP act hiacc 1.1, ROMK primary -0.25, STAT3 inh -5, PPARg SRC2 recr 7, TR-FRET SRC-2 ct 1497, STAT3 act 104 and PPARg SRC-3 ag 2.
O=C1OC(Nc2ccc(F)cc2F)c2ccccc21 (centres undefined) was read as STAT1 blocker -1, bIAP inh 6, PPARg SRC1 recr -1, bIAP activator 0.9, TNAP act hiacc 1.1, ROMK primary 0.2, STAT3 inh 4, PPARg SRC2 recr 2, TR-FRET SRC-2 ct 1447, STAT3 act 100 and PPARg SRC-3 ag 10.
`Cc1cc(OC(=O)c2c(F)cc(F)cc2F)nc(C)n1` gave STAT1 blocker -5, bIAP inh -3, PPARg SRC1 recr 9, bIAP activator 1, TNAP act hiacc 1, ROMK primary -0.2, STAT3 inh 8, PPARg SRC2 recr -2, TR-FRET SRC-2 ct 1741, STAT3 act 97 and PPARg SRC-3 ag 2.
Screening O=C(Cn1nnc2ccccc2c1=O)N1CCOCC1 returned STAT1 blocker -11, bIAP inh -10, PPARg SRC1 recr -12, bIAP activator 1.1, TNAP act hiacc 1.1, ROMK primary 0.036, STAT3 inh -6, PPARg SRC2 recr -5, TR-FRET SRC-2 ct 1576, STAT3 act 106 and PPARg SRC-3 ag 2.
For CCOCCOC(=O)c1cccc(NC(=O)OCC)c1 the results were STAT1 blocker -9, bIAP inh 2, PPARg SRC1 recr -6, bIAP activator 1, TNAP act hiacc 1.1, STAT3 inh -2, PPARg SRC2 recr 0, TR-FRET SRC-2 ct 1573, STAT3 act 106 and PPARg SRC-3 ag -2.
For CCn1nnc(-c2ccccc2NS(=O)(=O)c2ccc(S(=O)(=O)N3CCCCCC3)cc2)n1 the results were STAT1 blocker 5, bIAP inh -2, PPARg SRC1 recr 2, bIAP activator 1, TNAP act hiacc 1, ROMK primary -0.66, STAT3 inh -4, PPARg SRC2 recr -1, TR-FRET SRC-2 ct 1512, STAT3 act 105 and PPARg SRC-3 ag 8.
`Cc1ccc(-n2c(CNc3ccc(F)cc3)nnc2SCC(=O)N2CCOCC2)cc1` gave STAT1 blocker -2, bIAP inh 6, PPARg SRC1 recr 7, bIAP activator 0.9, TNAP act hiacc 1, STAT3 inh 8, PPARg SRC2 recr 0, TR-FRET SRC-2 ct 1507, STAT3 act 96 and PPARg SRC-3 ag 4.
`CCc1oc2c(C)c(O)ccc2c(=O)c1-c1ccc2ccccc2n1` gave STAT1 blocker 1, bIAP inh 6, PPARg SRC1 recr -4, bIAP activator 0.9, TNAP act hiacc 1, STAT3 inh 10, PPARg SRC2 recr 0, TR-FRET SRC-2 ct 1528, STAT3 act 100 and PPARg SRC-3 ag -3.
COCCSc1ccccc1C(=O)Nc1cc(C)cc(C)c1 was read as STAT1 blocker 10, bIAP inh 12, PPARg SRC1 recr 1, bIAP activator 0.9, TNAP act hiacc 1.1, ROMK primary 0.023, STAT3 inh -2, PPARg SRC2 recr 6, TR-FRET SRC-2 ct 1532, STAT3 act 102 and PPARg SRC-3 ag 2.
COc1ccc(CCNC(=O)CN2C(=O)c3ccccc3C2=O)cc1 was read as STAT1 blocker -1, bIAP inh 8, PPARg SRC1 recr -5, bIAP activator 0.9, TNAP act hiacc 1, ROMK primary -0.45, STAT3 inh -6, PPARg SRC2 recr 3, TR-FRET SRC-2 ct 1414, STAT3 act 105 and PPARg SRC-3 ag -12.
Screening COCCN(C(=O)CSc1nnc(C)n1Cc1ccccc1)c1c(N)n(Cc2ccccc2)c(=O)[nH]c1=O returned STAT1 blocker 1, bIAP inh -7, PPARg SRC1 recr -11, bIAP activator 1.1, TNAP act hiacc 1, ROMK primary 0.81, STAT3 inh 5, PPARg SRC2 recr -3, TR-FRET SRC-2 ct 1585, STAT3 act 99 and PPARg SRC-3 ag -7.
For CCOC(=O)c1ccccc1NC1CC(=O)N(c2ccccc2C)C1=O (centres undefined) the results were STAT1 blocker -3, bIAP inh -2, PPARg SRC1 recr -2, bIAP activator 1, TNAP act hiacc 1, ROMK primary 0.81, STAT3 inh 0, PPARg SRC2 recr -2, TR-FRET SRC-2 ct 1297, STAT3 act 103 and PPARg SRC-3 ag -3.
`CCC(CC)C(=O)c1c[nH]c(C(=O)NCC2CCCO2)c1` (centres undefined) gave STAT1 blocker -2, bIAP inh 0, PPARg SRC1 recr 13, bIAP activator 1, TNAP act hiacc 1, STAT3 inh -3, PPARg SRC2 recr 1, TR-FRET SRC-2 ct 1491, STAT3 act 102 and PPARg SRC-3 ag 1.
`CN(C)C(CNC(=O)Cc1ccc([N+](=O)[O-])cc1)c1ccccc1` (centres undefined) gave STAT1 blocker 1, bIAP inh 7, PPARg SRC1 recr 2, bIAP activator 0.9, TNAP act hiacc 1, ROMK primary -1.7, STAT3 inh -12, PPARg SRC2 recr -5, TR-FRET SRC-2 ct 1643, STAT3 act 112 and PPARg SRC-3 ag 2.
`Fc1ccc(/C=N/NC2=Nc3cccc4cccc2c34)cc1` gave STAT1 blocker -75, bIAP inh -17, PPARg SRC1 recr 7, bIAP activator 1.2, TNAP act hiacc 0.9, STAT3 inh -36, PPARg SRC2 recr -3, TR-FRET SRC-2 ct 1487, STAT3 act 133 and PPARg SRC-3 ag 3.
CC(C)(C)NC(=O)Nc1ccc(F)c(Cl)c1 was read as STAT1 blocker -5, bIAP inh 12, PPARg SRC1 recr 13, bIAP activator 0.9, TNAP act hiacc 1, ROMK primary 0.72, STAT3 inh 16, PPARg SRC2 recr -2, TR-FRET SRC-2 ct 1560, STAT3 act 96 and PPARg SRC-3 ag -1.
Screening Cc1noc(C)c1CSc1nnc2scc(-c3ccccc3)n12 returned STAT1 blocker 9, bIAP inh 9, PPARg SRC1 recr 3, bIAP activator 0.9, TNAP act hiacc 1, ROMK primary -0.58, STAT3 inh 2, PPARg SRC2 recr -2, TR-FRET SRC-2 ct 1522, STAT3 act 100 and PPARg SRC-3 ag 9.
`Cc1csc(NC(=O)CSc2nnc(CCNC(=O)c3cccs3)n2C)n1` gave STAT1 blocker -1, bIAP inh 8, PPARg SRC1 recr 2, bIAP activator 0.9, TNAP act hiacc 1.1, STAT3 inh 13, PPARg SRC2 recr 1, TR-FRET SRC-2 ct 1396, STAT3 act 91 and PPARg SRC-3 ag -9.
COC(=O)c1ccccc1NC(=O)CN1CCC(NC(=O)c2ccc(C)cc2)CC1 was read as STAT1 blocker 6, bIAP inh -9, PPARg SRC1 recr 5, bIAP activator 1.1, TNAP act hiacc 1.1, ROMK primary -0.92, STAT3 inh 5, PPARg SRC2 recr 8, TR-FRET SRC-2 ct 1718, STAT3 act 98 and PPARg SRC-3 ag 7.
Screening CCOc1ccc(N2CC(C(=O)Nc3cc(C)on3)CC2=O)cc1 (centres undefined) returned STAT1 blocker 3, bIAP inh 4, PPARg SRC1 recr 10, bIAP activator 1, TNAP act hiacc 1, STAT3 inh 1, PPARg SRC2 recr 4, TR-FRET SRC-2 ct 1695, STAT3 act 104 and PPARg SRC-3 ag 7.
O=C(CNS(=O)(=O)c1ccc(F)cc1)N1CCN(c2ccccc2)CC1 was read as STAT1 blocker 5, bIAP inh 15, PPARg SRC1 recr 7, bIAP activator 0.9, TNAP act hiacc 1.1, STAT3 inh 10, PPARg SRC2 recr 12, TR-FRET SRC-2 ct 1556, STAT3 act 94 and PPARg SRC-3 ag 4.

Screening results from PubChem BioAssay.
